# PglD inh: PglD (C. jejuni) enzyme inhibition. purified PglD enzyme, DTNB colorimetric CoA detection. inhibition, % at 12.5 µM. actives 0.098% (n = 360,000); in the data active = inhibition above about 16%, passing the limit was not always enough; note: strong numbers were not always called active
# ARNT TACC3 PPI: ARNT/TACC3 interaction disruption. Q9Y6A5. AlphaScreen His-ARNT PAS-B/GST-TACC3 binding, luminescence; TACC3 fragment carries E629A point mutation. inhibition, % at 9.99 µM. actives 0.66% (n = 390,000). AID 623870;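 active = mean inhibition of replicates at least 50% and at least half of replicates each reaching 50%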;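 note: 0% = complete ARNT plus TACC3 wells and 100% = ARNT alone without TACC3; many hits fall short of the cut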
# CASP6 VEID inh: inhibitors of human caspase-6 | P55212 | actives 0.53% (n = 350,000) | purified caspase-6, Z-VEID-R110 cleavage fluorescence | inhibition, % at 12.5 µM;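 active = mean inhibition across replicates at least about 35%, with every replicate also reaching that limit, limit read from the data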;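 note: 0% = median of neutral control wells and 100% = no fluorescence left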
# Target sequence (P55212 24-179 limits assumed): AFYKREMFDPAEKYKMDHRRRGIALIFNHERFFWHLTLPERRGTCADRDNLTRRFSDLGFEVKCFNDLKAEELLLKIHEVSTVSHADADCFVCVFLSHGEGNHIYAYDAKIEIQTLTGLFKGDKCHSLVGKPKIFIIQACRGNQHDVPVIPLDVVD
# Target sequence (P55212 194-293 limits assumed): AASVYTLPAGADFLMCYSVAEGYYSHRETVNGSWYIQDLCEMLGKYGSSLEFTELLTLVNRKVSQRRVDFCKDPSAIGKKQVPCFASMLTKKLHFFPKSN
# RAD52 anneal inh: blocks human RAD52 DNA annealing; recombinant RAD52 DNA annealing, FRET fluorescence; actives 0.46% (n = 360,000); AID 651710; P43351; inhibition, % at 18.7 µM;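 active = every replicate showing at least 50% inhibition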
# ERp5 block: blocks human ERp5 reductase activity on insulin; Q15084; ERp5 insulin aggregation, absorbance 650 nm, 90 min; inhibition, % at 9.99 µM; actives 0.05% (n = 350,000); AID 651711;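 active = mean replicate inhibition above about 25%, with every replicate also reaching it, limit read from the data, passing the limit was not always enough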
# RAD54 inh: inhibitors of human RAD54 branch migration; Q92698; RAD54 Holliday junction branch migration, FAM/BHQ fluorescence; inhibition, % at 10.4 µM; actives 0.14% (n = 360,000);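 active = mean normalized replicate activity at least 40 and at least half of replicates scoring 40 or more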;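 note: 0% = median of neutral control wells and 100% = median of positive control wells; inhibitors cause a drop in the FAM fluorescence signal; in these data hits start at about 50%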
# Target sequence (Q92698 whole entry, looked up): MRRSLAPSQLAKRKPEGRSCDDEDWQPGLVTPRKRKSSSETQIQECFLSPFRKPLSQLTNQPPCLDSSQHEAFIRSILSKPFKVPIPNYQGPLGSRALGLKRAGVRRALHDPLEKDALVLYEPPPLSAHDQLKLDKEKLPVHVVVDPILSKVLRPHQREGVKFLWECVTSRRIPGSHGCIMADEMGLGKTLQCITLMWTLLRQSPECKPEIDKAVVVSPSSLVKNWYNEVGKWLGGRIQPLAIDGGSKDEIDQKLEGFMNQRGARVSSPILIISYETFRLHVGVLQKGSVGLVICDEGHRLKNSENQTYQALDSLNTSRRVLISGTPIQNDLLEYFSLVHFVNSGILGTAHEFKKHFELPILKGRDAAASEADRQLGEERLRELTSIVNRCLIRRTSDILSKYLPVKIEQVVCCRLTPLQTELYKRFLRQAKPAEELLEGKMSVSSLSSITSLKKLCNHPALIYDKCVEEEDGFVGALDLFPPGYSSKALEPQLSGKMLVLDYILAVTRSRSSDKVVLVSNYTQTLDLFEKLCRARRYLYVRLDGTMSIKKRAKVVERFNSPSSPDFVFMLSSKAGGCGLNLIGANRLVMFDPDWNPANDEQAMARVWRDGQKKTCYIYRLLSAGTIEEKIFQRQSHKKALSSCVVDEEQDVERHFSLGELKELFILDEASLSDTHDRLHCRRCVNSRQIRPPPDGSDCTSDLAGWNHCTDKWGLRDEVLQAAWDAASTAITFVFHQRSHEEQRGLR
# E-selectin induc: induces E-selectin expression in human endothelial cells; P16581; HUVEC E-selectin immunofluorescence imaging; normalized: neutral wells 0, TNF-alpha wells 100; activation, % at 7.58 µM; actives 0.37% (n = 260,000); AID 686992;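 active = mean E-selectin-positive cell signal at least 10% of the positive control, reached in at least 60% of replicates, without over 20% cell loss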;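 note: in these data hits start at about 27%; measured in HUVEC primary endothelial cells; signal is the percent of cells scored E-selectin positive by PE staining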
#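 System: HUVEC, human umbilical vein endothelial cells; quantity: 3,000 cells/well; buffer or medium: EGM-2 medium, gelatin-coated wells; dosing: single-point compound dose; detection: immunofluorescence imaging; evaluation: % PE-positive cells; benchmarks: TNF-alpha, DMSO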
# esBAF inh: inhibitors of esBAF chromatin remodeling in mouse ES cells; actives 2% (n = 350,000); reporter increase, % at 12.5 µM; Bmi1-luciferase knock-in reporter, 24 h; 100% = twice the neutral-well signal; AID 602393; in the data active = activation above about 40%;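 note: 0% = median of the plate's neutral control wells and 100% = double that signal; a rise in the Bmi1 reporter signal indicates esBAF inhibition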
# * = called active by the depositor; . = not tested or not shown.
1. CC(C)N1CC23C=CC(O2)C(C(=O)OCc2ccccc2)C3C1=O (centres undefined)
2. O=S(c1cc(Cl)cc(Cl)c1O)c1cc(Cl)cc(Cl)c1O
3. CO[C@H]1CN(C)C(=O)c2cc(NC(=O)C3CC3)ccc2OC[C@H](C)N(Cc2cc(F)ccc2F)C[C@H]1C
4. Oc1ccc(C(c2nnnn2C2CCCCC2)N2CCOCC2)cc1 (centres undefined)
5. Cc1cccc(NC(=O)NNC(=O)c2nn(C)cc2Br)c1
6. c1ccc(-c2nc(N3CCNCC3)nc3ccccc23)cc1
7. Cc1cccc(S(=O)(=O)N[C@@H]2CC[C@H](CCNC(=O)c3cnccn3)O[C@@H]2CO)c1
8. CN1CCN(C(=O)C[C@H]2C[C@@H]3c4cc(NC(=O)c5ccc6c(c5)OCO6)ccc4O[C@@H]3[C@@H](CO)O2)CC1

Assay by compound	1	2	3	4	5	6	7	8
PglD inh	0	.	-1	-18	4	4	5	-1
ARNT TACC3 PPI	-111	.	-4	-6	2	-13	0	-1
CASP6 VEID inh	0	18	-1	-6	-1	.	5	-1
RAD52 anneal inh	-1	-21	1	0	2	.	-12	9
ERp5 block	-3	1	-2	3	2	.	-4	-4
RAD54 inh	2	.	4	1	-11	1	2	-6
E-selectin induc	0.2	-0.1	-0.1	-1.2	.	.	-0.1	0.0
esBAF inh	1	.	11	-4	5	-2	-4	4

9. COc1cccc(CNC(=O)c2cc(S(=O)(=O)N3CCOCC3)cn2C)c1
10. COc1ccc(C(=O)OCC(=O)Nc2c(C)n(C)n(-c3ccccc3)c2=O)cc1
11. C[C@@H]1CN([C@@H](C)CO)C(=O)Cc2cc(NS(=O)(=O)c3cn(C)cn3)ccc2O[C@@H]1CN(C)Cc1ccc(Oc2ccccc2)cc1
12. O=C(Cc1c[nH]c2ccccc12)NNC(=O)c1ccccc1
13. Cc1c(C#N)c2ccccc2n1C
14. COc1ccc2c3c([nH]c2c1)[C@@H](CO)NCC31CCN(C(=O)Nc2ccc(F)cc2)CC1
15. Cc1ccc(-c2c3c(=O)n(C)c(=O)n(C)c3cn2Cc2ccccc2)cc1
16. O=Cc1ccccc1-c1cn(CN2C(=O)c3ccccc3C2=O)nn1

Assay by compound	9	10	11	12	13	14	15	16
PglD inh	0	-3	3	.	.	.	-1	0
ARNT TACC3 PPI	0	-3	3	-10	-3	.	9	-1
CASP6 VEID inh	-3	-3	6	0	-1	-1	.	4
RAD52 anneal inh	-5	-14	-1	1	-10	10	.	-13
ERp5 block	13	5	-4	2	2	1	.	5
RAD54 inh	-3	-9	5	.	.	.	4	8
E-selectin induc	0.0	.	0.0	.	0.1	-0.1	.	-0.2
esBAF inh	7	-11	-4	.	.	.	7	-3

# Shown with tabs: part of the list above.
cpd	SMILES	PglD inh	ARNT TACC3 PPI	CASP6 VEID inh	RAD52 anneal inh	ERp5 block	RAD54 inh	E-selectin induc	esBAF inh
13	Cc1c(C#N)c2ccccc2n1C	.	-3	-1	-10	2	.	0.1	.
16	O=Cc1ccccc1-c1cn(CN2C(=O)c3ccccc3C2=O)nn1	0	-1	4	-13	5	8	-0.2	-3
15	Cc1ccc(-c2c3c(=O)n(C)c(=O)n(C)c3cn2Cc2ccccc2)cc1	-1	9	.	.	.	4	.	7
12	O=C(Cc1c[nH]c2ccccc12)NNC(=O)c1ccccc1	.	-10	0	1	2	.	.	.
10	COc1ccc(C(=O)OCC(=O)Nc2c(C)n(C)n(-c3ccccc3)c2=O)cc1	-3	-3	-3	-14	5	-9	.	-11

# Structures above that contain an aryl methoxy group, in the order listed:
9. COc1cccc(CNC(=O)c2cc(S(=O)(=O)N3CCOCC3)cn2C)c1
10. COc1ccc(C(=O)OCC(=O)Nc2c(C)n(C)n(-c3ccccc3)c2=O)cc1
14. COc1ccc2c3c([nH]c2c1)[C@@H](CO)NCC31CCN(C(=O)Nc2ccc(F)cc2)CC1

Assay by compound	9	10	14
PglD inh	0	-3	.
ARNT TACC3 PPI	0	-3	.
CASP6 VEID inh	-3	-3	-1
RAD52 anneal inh	-5	-14	10
ERp5 block	13	5	1
RAD54 inh	-3	-9	.
E-selectin induc	0.0	.	-0.1
esBAF inh	7	-11	.

# (more compounds)
17. O=C(c1ccco1)N1CCN(Cc2nnnn2C2CCCCC2)CC1
18. CCOc1ccc(N(C(=O)CNC(=O)c2ccco2)C(C(=O)NC2CCCC2)c2ccncc2)cc1 (centres undefined)
19. C[C@@H]1CCCCO[C@H](CN(C)C(=O)Nc2ccc3c(c2)OCO3)[C@H](C)CN([C@@H](C)CO)C(=O)c2cc(NC(=O)Nc3ccc(F)cc3)ccc2O1
20. Cc1ccc(C(=O)N(c2ccccn2)C(C)c2ccco2)cc1 (centres undefined)
21. O=C(Cc1ccccc1)N1CCN=C1SCc1cccc([N+](=O)[O-])c1
22. CS(=O)(=O)N1CC2CCCN2c2ccc(C(F)(F)F)cc21 (centres undefined)
23. Cc1noc(C)c1COc1ccc(C(=O)N2CCN(S(=O)(=O)c3cccc(F)c3)CC2)cc1
24. COc1cc(SC)ccc1C(=O)OC1CCOC1=O (centres undefined)

Assay by compound	17	18	19	20	21	22	23	24
PglD inh	2	.	-6	-7	.	4	-7	-5
ARNT TACC3 PPI	-21	14	2	-3	3	.	-6	-4
CASP6 VEID inh	2	7	-3	.	0	-2	-3	.
RAD52 anneal inh	-9	-4	29	.	1	-20	-7	.
ERp5 block	8	5	-4	.	0	-4	6	.
RAD54 inh	-14	.	7	-1	.	-10	-4	-9
E-selectin induc	0.9	.	-0.1	.	0.4	-1.8	-0.1	.
esBAF inh	3	.	-1	35	.	8	3	0

25. COc1ccc(OCCn2ccnc2C)cc1
26. Cc1oc(-c2ccccc2Cl)nc1CS(=O)CC(=O)NC1CC1 (centres undefined)
27. Cn1nc(C(=O)Nc2cccc(Cl)c2)cc1C(=O)Nc1cccc(Cl)c1
28. O=C(NCC1CCCO1)c1cc(C(=O)C2CC2)c[nH]1 (centres undefined)
29. COCCCN(C(=S)NC(=O)C12CC3CC(CC(C3)C1)C2)c1c(N)n(Cc2ccccc2)c(=O)[nH]c1=O
30. C[C@@H]1CCCCO[C@H](CN(C)C(=O)CCCN(C)C)[C@H](C)CN([C@@H](C)CO)C(=O)c2cc(NS(=O)(=O)c3cn(C)cn3)ccc2O1
31. Cn1ncc(Cl)c1C(=O)Nc1nnc(C2CC2)s1
32. Cc1ccccc1NC(=O)COc1ccc2c(c1)OC(C)(C)CC2=O

Assay by compound	25	26	27	28	29	30	31	32
PglD inh	5	7	-12	1	.	-1	-3	-21
ARNT TACC3 PPI	-5	-20	15	-6	2	12	2	-6
CASP6 VEID inh	3	2	-1	.	1	0	2	1
RAD52 anneal inh	4	-14	0	.	-7	5	-24	-10
ERp5 block	0	3	-14	.	-1	3	-2	4
RAD54 inh	-3	-17	10	-9	.	3	9	-4
E-selectin induc	.	.	.	-0.1	3.3	0.1	0.1	0.0
esBAF inh	-6	2	-4	9	.	-2	.	1

33. CCOC(=O)C1(CCOc2ccccc2)CCN(Cc2cc(OC)c(O)cc2Cl)CC1
34. O=C(CCCc1nc(-c2ccc(Cl)cc2)no1)NC1CCCC1
35. O=C(CSc1n[nH]c(-c2ccccc2)n1)c1ccc(O)c(O)c1
36. C[C@H]1CN([C@@H](C)CO)C(=O)c2cc(NC(=O)Cn3cnnn3)ccc2O[C@H]1CN(C)S(=O)(=O)c1ccccc1
37. COc1cccc(COC(=O)C(Cc2ccccc2)NC(=O)c2ccco2)c1 (centres undefined)
38. COc1cc(C(=O)N2CCC(c3nc(-c4cccnc4)no3)CC2)cc(OC)c1OC
39. NS(=O)(=O)c1ccc(C(=O)O)cc1
40. CO/N=C/C(NC(=O)c1ccc(C(F)(F)F)cc1)C(=O)OC (centres undefined)

Assay by compound	33	34	35	36	37	38	39	40
PglD inh	-4	4	0	.	-1	-4	0	.
ARNT TACC3 PPI	13	4	2	.	.	1	-5	-7
CASP6 VEID inh	-2	-4	.	-1	0	.	-3	1
RAD52 anneal inh	-10	-16	.	-8	-47	.	-4	-9
ERp5 block	1	-10	.	-3	5	.	1	-1
RAD54 inh	2	3	-2	.	-9	-9	-12	.
E-selectin induc	-0.9	-0.7	.	36*	0.0	.	0.9	8.9
esBAF inh	-7	-18	-6	-3	-4	5	0	.

41. C[C@H](O)[C@@H]1C(=O)N2CCc3c([nH]c4ccccc34)[C@@H]2C[C@@H]1N(C)C(=O)Nc1ccc(Br)cc1
42. C=CCn1c(CNS(=O)(=O)c2ccc(Br)cc2)nnc1SC
43. CCn1ncc(Br)c1C(=O)Nc1cc(C)ccc1F
44. CC(C)CCNC(=O)[C@H](CSCc1ccccc1)N1Cc2ccccc2C1=O
45. Cc1nc2ccc(S(=O)(=O)NCC(=O)NCc3ccc4c(c3)OCO4)cc2s1
46. COc1ccccc1CN(C(=O)c1ccco1)C(C(=O)NC1CCCC1)c1ccncc1 (centres undefined)
47. Cc1ccc2nc(-c3ccc(Cl)cc3)c(CC3CCCCC3)n2c1
48. O=C(Nc1ccnn1C1CCN(Cc2ccc(CO)o2)CC1)c1ccc2c(c1)OCO2

Assay by compound	41	42	43	44	45	46	47	48
PglD inh	.	2	-3	-6	3	3	1	-2
ARNT TACC3 PPI	.	-5	-3	-6	-4	-1	.	0
CASP6 VEID inh	-4	2	.	-1	.	.	-4	-8
RAD52 anneal inh	-16	-5	.	-9	.	.	-34	7
ERp5 block	-2	0	.	-1	.	.	-5	0
RAD54 inh	.	-2	-4	1	6	-15	-10	-1
E-selectin induc	-0.1	-0.3	.	.	.	.	0.1	.
esBAF inh	.	-4	8	1	-2	8	12	.

49. COc1ccc(C(=O)Nc2ccnn2C2CCN(Cc3cccnc3)CC2)cc1
50. C[C@@H]1CN([C@@H](C)CO)C(=O)c2cc(N(C)C)ccc2O[C@@H](C)CCCCO[C@H]1CN(C)C(=O)C1CCCCC1
51. CCc1nc2ccc(C(=O)NCCNC(C)=O)cn2c1N(CC)CCOC
52. CC(=O)Oc1cccc(N2C(=O)C3C4C=CC(C4)C3C2=O)c1 (centres undefined)
53. O=C1c2ccccc2C(=O)c2c1cccc2-n1nnc2ccccc21
54. CC1NC(=O)c2cccnc2-n2c1nc1cc(F)c(F)cc1c2=O (centres undefined)
55. COc1cc(C2/C(=C(/O)c3ccccc3)C(=O)C(=O)N2c2ccccn2)ccc1O (centres undefined)
56. O=C(CC1C(=O)NCCN1Cc1ccccn1)NCCc1ccccc1F (centres undefined)

Assay by compound	49	50	51	52	53	54	55	56
PglD inh	7	-1	-8	0	6	-4	.	3
ARNT TACC3 PPI	-1	13	.	-5	-3	.	-4	44
CASP6 VEID inh	-7	0	-2	.	2	2	4	0
RAD52 anneal inh	-11	14	-7	.	-6	-13	-6	-34
ERp5 block	4	1	0	.	2	-2	-5	-8
RAD54 inh	9	-5	12	-4	7	-1	.	17
E-selectin induc	.	-0.4	0.1	.	0.0	-1.3	.	-0.5
esBAF inh	-5	-4	-1	-1	.	-4	.	3

57. CC(=O)N1[C@@H](CO)[C@@H](c2ccccc2)[C@@H]1CN(C)S(=O)(=O)c1ccccc1
58. Cc1cccc(C)c1NC(=O)CN(C)S(=O)(=O)c1ccc(-c2ccc(=O)[nH]n2)s1
59. C[C@@H]1CN([C@H](C)CO)C(=O)Cc2cc(NC(=O)c3ccncc3)ccc2O[C@@H]1CN(C)Cc1ccncc1
60. O=C(Cc1ncc(C(F)(F)F)cc1Cl)NCc1cccnc1
61. CCN1C(=O)[C@H]2[C@@H](c3ccc(OC)cc3)N[C@]3(CCCN(CC4CCCCC4)C3=O)[C@H]2C1=O

Assay by compound	57	58	59	60	61
PglD inh	0	-1	2	-3	-3
ARNT TACC3 PPI	3	-2	2	-1	.
CASP6 VEID inh	-2	3	1	0	3
RAD52 anneal inh	-13	-63	-10	-18	1
ERp5 block	0	5	5	0	19
RAD54 inh	-4	13	0	-7	0
E-selectin induc	-0.3	.	-0.3	.	-0.2
esBAF inh	1	-6	-1	3	-2

# Assay outcomes (PubChem BioAssay)
